Bioassay records deposited in PubChem by National Center for Advancing Translational Sciences (NCATS).
IkB sig inh: suppresses IkB signaling in ABC-DLBCL reporter cells; ABC-DLBCL IkBa-CBG/CBR dual luciferase ratio, 4 h; response scale: scaled: untreated 0%, proteasome inhibitor 100%; Potency, µM (top dose mostly 57.1 µM), for inactives: at the highest dose IkBa stabilization activation; 110,000 compounds, 0.04% hits; active means well fitted curve in the direction sought with a large enough effect in the signal ratio, not every such curve was filed as active; inconclusive means small, poorly fitted or top-dose-only effect, or a change in a side signal; the % refers to the signal ratio;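 further: the direction sought is a rising ratio; 0% = basal untreated cells and 100% = reference inhibitor full response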
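In this assay, an IκBα–CBG68 fusion accumulates when IKK-driven degradation is blocked; native CBR normalizes for cell number. OCI-Ly3 cells were treated 4 h with compound and doxycycline, then green and red light read after Chroma-Glo addition.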
Imprint erasure: induces erasure of genomic imprints in mouse ES cells | mouse ES Peg3-LacZ reporter, beta-gal luminescence, 40 h | Potency, µM (top dose mostly 60.7 µM), without a hit: top-dose activity change, positive = activation, usual class: activators | 110,000 compounds, 0.02% hits | AID 1948;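 further: 0% = negative control wells on the plate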
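Imprint erasure is scored as LacZ activity from the silenced maternal Peg3 allele in feeder-free female ES cells cultured 40 h with LIF. Luminescence is normalized to in-plate negative controls and fitted to the Hill equation.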
p53ts 39C tox: cytotoxicity in p53ts cells at nonpermissive temperature. Potency, µM (doses to about 46.1 µM), inactives show at the highest dose activity change, negative = cell killing, hits mostly cytotoxic. H1299-p53A138V viability at 39C, ATP luminescence, 24 h. 130,000 compounds, 1.5% hits. AID 902; further: nearly all actives have a fitted effect of over 55% in size
p53ts 32C kill: p53ts cell cytotoxicity, permissive temperature | H1299-p53A138V at 32C, ATP luminescence viability, 24 h | Potency, µM (titrated, usually from 46.1 µM), for inactives: at the top dose activity change, negative = cytotoxicity, actives largely listed as cytotoxic | 130,000 compounds, 0.93% hits;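 further: 0% = DMSO and -100% = full killing by reference compound; nearly all actives have a fitted effect of over 55% in size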
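ATP-content luminescence (ATPlite) read-out after 24 h compound exposure at 32C in H1299-p53A138V cells (600/well). Tested up to 46 uM. Normalized to DMSO (0%) and 100 uM tamoxifen (100% killing); Hill-fit AC50.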
The depositor's hits bear a star; ? = inconclusive; . = not tested or not shown; [ ] = dose if it differs, or a comment. Unless noted, the call rests on the fitted dose curve; in most records, active means well fitted curve in the direction sought with a large enough effect; inconclusive means small, poorly fitted or top-dose-only effect, or another doubt; inactive means no such curve, though single readings can be large; an effect the other way counts as inactive or inconclusive. Unless noted, on the % scale 0 is the no-effect control and ±100 the full control effect; potency means the concentration at half of the fitted maximal effect.

no.	mol	IkB sig inh	p53ts 39C tox	p53ts 32C kill	Imprint erasure
1	CCOC(=O)N1CCN(Cc2nc3c(c(=O)n(C)c(=O)n3C)n2Cc2ccccc2C)CC1	0.5%	12%	7%	-2%
2	O=C(CNC(=O)c1cccs1)NC1=NCCS1	-0.7%	1%	-3%	4%
3	Cc1ccc(S(=O)(=O)N2CCN(CC(=O)N/N=C/c3ccc(C)o3)CC2)cc1	.	14%	-14%	.
4	O=C(CN(CCc1ccccc1)C(=O)CNS(=O)(=O)c1ccccc1)NCC1CCCO1 (stereo unspecified)	6.6%	9%	-2%	5%
5	CCC(C)NC(=O)c1ccc2c(c1)N(Cc1cccc(Cl)c1)C(=O)c1ccccc1S2=O (stereo unspecified)	?	-2%	17%	-13%[10.9 µM]
6	O=C(NCc1ccc(Cl)cc1)c1cnc(N2CCCCC2)c2ccccc12	?	-21%	-2%	-10%[10.9 µM]
7	CCOC(=O)c1cc2c(=O)n3ccccc3nc2n(CCOC)c1=NC(=O)c1ccncc1	-1.4%	-5%	3%	2%
8	COc1ccc(C2(C(=O)Nc3cc(C)on3)CCOCC2)cc1	-0.1%	7%	1%	8%
9	N#Cc1ccc(OCc2nnc(SCC(=O)N3CCCc4ccccc43)n2-c2ccccc2)cc1	?	-15%	6%	-16%
10	CCc1c(C)c2ccc(O)c(CN3CCN(c4ccc(OC)cc4)CC3)c2oc1=O	-2.7%	7.9µM*	?	-14%[10.9 µM]
11	O=C(Nc1ccc(S(=O)(=O)NCc2ccco2)cc1)c1ccc2ccccc2n1	?	-8%	2%	-20%
12	CCOc1ccc(CNC(=O)c2cnc3sc(N4CCCCCC4)nn3c2=O)cc1OC	-0.9%	3%	-1%	-17%[10.9 µM]
13	O=C(CSc1nnc(Cc2cccs2)n1-c1ccccc1)NCc1ccc2c(c1)OCO2	-0.9%	-1%	-2%	-4%
14	CCOCCCNC(=O)C(c1ccc(C)cc1)N(Cc1ccc2c(c1)OCO2)C(=O)c1ccccc1O (stereo unspecified)	2.3%	-2%	6%	-17%[10.9 µM]
15	Cc1c(NS(=O)(=O)c2ccc(C(C)(C)C)cc2)c(=O)n(-c2ccccc2)n1C	-0.5%	9%	9%	-9%[10.9 µM]
16	O=C(CSc1nc2ccccc2o1)Nc1ccc(N2CCOCC2)c(Cl)c1	-2.4%	?	-29%	-17%
17	CCN(Cc1ccccc1)S(=O)(=O)c1ccc2[nH]c3c(c2c1)CCCCC3	?	10%	39%[activator]	-10%[10.9 µM]
18	COc1ccc(C(=O)NCc2nnc(SCC(=O)Nc3ccc(C)cc3)n2-c2ccccc2)cc1	3.8%	-10%	17%	-9%[10.9 µM]
19	COC(=O)CSc1ccc2nnc(CCNS(=O)(=O)c3ccccc3)n2n1	-0.5%	-6%	-3%	2%[10.9 µM]
20	Cn1c(C(=O)NCc2ccccc2F)cc2cc(S(=O)(=O)N3CCCCC3)ccc21	0.4%	2%	7%	17%[10.9 µM]
21	COc1ccc(Br)cc1CNC(=O)CCC(=O)N1CCSc2ccccc21	2.9%	-27%	-1%	-15%[10.9 µM]
22	COc1cccc(N2CCN(S(=O)(=O)c3ccc(-c4ccno4)cc3OC)CC2)c1	0.9%	-25%	4%	7%[10.9 µM]
23	CCOC(=O)CNC(=O)CSc1nnc(COc2ccc(Cl)cc2)n1CC	3.7%	46%[activator]	?	3%
24	CCOC(=O)c1c(S(=O)(=O)N2CCCC(C(=O)Nc3ccc(OCC)cc3)C2)c(C)n(C)c1C (stereo unspecified)	-2.1%	9%	0%	-6%[10.9 µM]
25	CC1(C)NC(=O)N(CC(O)COc2ccccc2-c2ccccc2)C1=O (stereo unspecified)	-2.3%	-10%	11%	-5%
26	COc1ccc(NC(=O)c2cc3c(s2)-c2c(C)cccc2OC3)c(OC)c1	?	-10%	1%	-7%[10.9 µM]
27	O=C1C[C@H](c2ccccc2)Oc2cc(O)cc(O)c21	1.4%[11.4 µM]	9%	8%	-51%[inhibitor]
28	O=C(Nc1cc(C(F)(F)F)ccc1N1CCCCC1)c1ccco1	0.0%	2%	1%	-7%
29	COc1cc(-c2nc(S(=O)(=O)c3ccc(C)cc3)c(N3CCOCC3)o2)cc(OC)c1OC	1.0%	-12%	9%	-10%
30	Cc1cc(Br)ccc1SCC(=O)OCC(=O)Nc1ccccc1C#N	.	11%	-25%	.
31	CCCCn1c(NCc2ccc3c(c2)OCO3)nc2ccccc21	.	-4%	-24%	.
32	c1ccc(CCN2CCN(c3ncnc4c3cnn4-c3ccccc3)CC2)cc1	1.8%	-3%	-11%	-26%
33	CCNS(=O)(=O)c1c(C)cc(N2CCCC2=O)cc1C	-0.4%	?	?	-6%
34	CCCCN(C)CCCNC(=O)c1cccc(N2CCCC2=O)c1	-0.4%	-2%	-13%	5%
35	Cc1nnc(SCCn2c(N3CCN(Cc4ccccc4)CC3)nc3c2c(=O)[nH]c(=O)n3C)s1	-1.2%	18%	11%	13%
36	c1nc(N2CCOCC2)c2[nH]cnc2n1	-0.3%	8%	8%	-2%
37	CCCCCCC1=Cc2cc(OC)c(OC)cc2C(C2(C(=O)OCC)CCCC2=O)O1 (stereo unspecified)	.	3%[9.22 µM]	9%[9.22 µM]	.
38	CCCC1CC(C)(c2csc(Nc3ccc(OCC)cc3)n2)OC1=O (stereo unspecified)	.	-6%	-30%	.
39	Cc1cc(C(=O)Cn2nnc3ccccc3c2=O)c(C)n1Cc1cccs1	?	13µM*	16µM*	-30%
40	Cc1cccc(-n2ccnc2SCC(=O)Nc2nccs2)c1C	2.3%	-2%	22%	-14%
41	CCc1cc(=O)oc2cc(OCC(=O)N3CCCc4ccccc43)ccc12	.	-6%	0%	.
42	O=C(NCC1COc2ccccc2O1)c1ccccc1 (stereo unspecified)	0.2%	1%	0%	-19%
43	COC(=O)c1cc(-c2ccc(Cl)cc2)c2c(=O)[nH]c(=O)n(C)c2n1	-0.9%	-10%	-1%	-3%[10.9 µM]
44	CCN(CC)c1ccc(-n2nc3cc(C)c(NC(=O)c4ccccc4C)cc3n2)c(C)c1	-3.1%	22%	-8%	-11%[10.9 µM]
45	COc1ccc(-n2nc(C(=O)NCCc3ccc(OC)c(OC)c3)c3c4ccccc4n(C)c3c2=O)cc1Cl	-4.7%	25%	11%	-5%[10.9 µM]
46	Nc1nc(N)c(S(=O)(=O)c2ccccc2)c(Nc2ccc(Br)cc2)n1	?	-28%	-14%	-12%[10.9 µM]
47	C[C@H](NC[C@H](O)CP(=O)(O)Cc1ccccc1)c1ccc(Cl)c(Cl)c1	0.2%	-5%	3%	-12%
48	COc1ccc2[nH]cc(CCNc3ncncc3-c3ccc(N(C)C)cc3)c2c1	1.8%[11.4 µM]	0%	-5%	-8%
49	Cn1c(C(=O)N2CCN(c3ccc(Cl)cc3)CC2)cc2c(=O)n(C)c3ccccc3c21	7.3%	-8%	7%	-13%
50	Cc1cc(C)nc(N2CCN(c3ncnc4c3oc3ccccc34)CC2)n1	-1.4%	5%	2%	-6%
51	Cc1ccc(Cl)cc1N1CCN(C(=O)c2ccc(CS(=O)c3ccccc3)o2)CC1 (stereo unspecified)	?	?	-28%	-18%[10.9 µM]
52	Cn1c(=N)n(CC(O)c2ccco2)c2ccccc21 (stereo unspecified)	-0.1%	5%	-2%	-36%[inhibitor]
53	CCn1cc(C(=O)NCCc2ccc(C)cc2)c(=O)c2cc(S(=O)(=O)N3CCCCC3)ccc21	-3.9%	32%	9%	?
54	COc1cccc(NC(=O)Nc2ccc3c(c2)nnn3C)c1	.	-6%	-18%	.
55	CCc1ccc(-n2c(=O)c3c(C)c(C(=O)N(C)C)sc3n(CC(=O)Nc3cc(Cl)ccc3C)c2=O)cc1	8.9%	23%	4%	16%[10.9 µM]
56	COC(=O)Cn1c(=NC(=O)CSCC(=O)Nc2cc(C)on2)sc2ccccc21	-0.4%	8%	-9%	-12%
57	N/C(=N\OC(=O)c1ccco1)c1ccccc1	.	16%	-6%	.
58	CCOc1ccc(CCNC(=O)Cn2nc(CC)n3c(cc4sc(CC)cc43)c2=O)cc1OCC	-1.7%	-17%	24%	5%[10.9 µM]
59	CC(C)(NCc1ccccc1Cl)C(=O)O	-0.9%	-4%	1%	0%
60	Cc1ccc(S(=O)(=O)c2c(Nc3cccc(Cl)c3)sc(C(=O)c3ccc4c(c3)OCO4)c2N)cc1	-1.2%	-5%	5%	-7%[10.9 µM]

Another view of some results above:
Values run as follows: IkB sig inh	p53ts 39C tox	p53ts 32C kill	Imprint erasure
44: CCN(CC)c1ccc(-n2nc3cc(C)c(NC(=O)c4ccccc4C)cc3n2)c(C)c1
 : -3.1%	22%	-8%	-11%[10.9 µM]
45: COc1ccc(-n2nc(C(=O)NCCc3ccc(OC)c(OC)c3)c3c4ccccc4n(C)c3c2=O)cc1Cl
 : -4.7%	25%	11%	-5%[10.9 µM]

(continued)
no.	mol	IkB sig inh	p53ts 39C tox	p53ts 32C kill	Imprint erasure
61	Cc1ccc(C)c(N2CCN(C(=O)c3cc(S(=O)(=O)N4CCCC4)c[nH]3)CC2)c1	2.9%	-8%	-3%	-6%[10.9 µM]
62	CCOc1cccc(CNC(=O)c2ccc(N3CCCC3)c(NC(=O)Nc3ccccc3CC)c2)c1	?	-13%	-4%	15%[10.9 µM]
63	COCCCN1C(=O)C(O)=C(C(C)=O)C1c1ccccn1 (stereo unspecified)	-1.2%	9%	-6%	.
64	Cc1ccc(C)c(SCC(=O)OCC(=O)c2ccco2)c1	-0.4%	4%	-2%	-1%
65	Nc1ncnc2nc(-c3ccc(C[P+](c4ccccc4)(c4ccccc4)c4ccccc4)cc3)[nH]c12	0.0%[11.4 µM]	-10%[9.22 µM]	0%[9.22 µM]	-14%[10.9 µM]
66	O=C(c1cccc(F)c1)N1CCC2(CCCN(c3ccccn3)C2)CC1	0.8%[11.4 µM]	-4%	-3%	.
67	CC1CCCCN1S(=O)(=O)c1ccc(S(=O)(=O)N(Cc2ccccc2)Cc2ccco2)cc1 (stereo unspecified)	.	-14%	0%	.
68	CCn1c(SCC(=O)NCc2ccc3c(c2)OCO3)nnc1-c1c[nH]c2ccccc12	0.7%	7%	5%	-12%
69	O=C(Nc1cc(NC(=O)c2ccccc2Cl)ccc1Cl)c1ccccc1	?	-21%	-15%	-16%[10.9 µM]
70	Cc1cc(-c2ccc(C)c(S(=O)(=O)N3CCCC(C)C3)c2)on1 (stereo unspecified)	0.2%	-11%	-1%	-7%[10.9 µM]
71	COc1ccc(CNc2oc(C)nc2C#N)cc1	1.9%	3%	3%	-17%
72	COC(=O)c1cccc(C23CC4(C2)[C@H](CN(Cc2cccnc2)[C@@H]4c2ccccc2)C3c2ccc(Cl)nc2)c1 (stereo partly specified)	.	-8%	43%[activator]	-17%
73	CCCCc1nn2c(=O)cc(COC(=O)c3ccc(NC(=O)c4ccccc4C)cc3)nc2s1	?	-22%	-2%	-31%[inhibitor][10.9 µM]
74	CC(O)c1nc2ccccc2n1C/C=C/c1ccccc1 (stereo unspecified)	0.2%	15%	6%	-22%
75	CC(c1nnc(Sc2nnnn2-c2ccccc2)n1-c1ccc(F)cc1)N(C)C (stereo unspecified)	4.5%	-12%	4%	9%
76	Cc1sc2ncnc(OCC(=O)N3CCN(S(=O)(=O)c4ccccc4)CC3)c2c1C	-0.1%	-4%	0%	2%
77	Cc1cccc(OCC(=O)NCCc2nc3ccccc3[nH]2)c1C	2.9%	0%	-5%	-6%[10.9 µM]
78	CC(=O)C1=C(O)C(=O)N(CCc2c[nH]c3ccccc23)C1c1cccc(O)c1 (stereo unspecified)	0.9%	-7%	3%	-8%
79	O=C(O)c1cccc(Nc2ncnc3ccccc23)c1	?	-5%	-9%	-86%[inhibitor]
80	O=C(NCC1CCN(Cc2ccccc2F)CC1)Nc1ccc(F)c(Cl)c1	?	-26%	9%	-13%[10.9 µM]
81	Cc1ccc(C)c(NC(=O)c2cnc(N3CCCC3)nc2C)c1	1.0%	8%	-2%	-7%[10.9 µM]
